Screening results from PubChem BioAssay.
TPT1 inhibitor: C. albicans TPT1 enzyme inhibition; recombinant caTPT1, FP RNA substrate dephosphorylation; inhibition, % at 5 µM; 0.81% of 300,000 active;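 active = inhibition above the mean of all tested compounds plus 3 SD, set per screening campaign, cut at about 24% in these data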;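 also: plate controls were DMSO alone for no effect and ferristatin control at 100 nM for full effect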
Efflux pump mplx: blocks antifungal efflux pumps in multiplex yeast assay. 0.44% of 330,000 active. inhibition, % at 10 µM. S. cerevisiae Candida pump triplex, Nile Red efflux. AID 485275;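 active = plate passing quality check with inhibition over a set limit, or well fluorescence over plate mean plus 4 SD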;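 also: Nile Red retained in pooled yeast measured as flow cytometry median fluorescence; 0% = buffer negative control and 100% = Enniatin B positive control; higher means more Nile Red kept so more efflux inhibition; some compounds called inactive have numbers as strong as hits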
PP1 inh: blocks human PP1-alpha phosphatase, a PP5 counter-screen. P62136. purified PP1alpha, OMFP fluorescence. inhibition, % at 6.7 µM. 0.9% of 320,000 active. AID 2235;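 active = inhibition above the mean inhibition of all tested compounds plus 3 SD, computed separately for each screening campaign, cut at about 15% in these data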
Target sequence (P62136 whole entry, looked up): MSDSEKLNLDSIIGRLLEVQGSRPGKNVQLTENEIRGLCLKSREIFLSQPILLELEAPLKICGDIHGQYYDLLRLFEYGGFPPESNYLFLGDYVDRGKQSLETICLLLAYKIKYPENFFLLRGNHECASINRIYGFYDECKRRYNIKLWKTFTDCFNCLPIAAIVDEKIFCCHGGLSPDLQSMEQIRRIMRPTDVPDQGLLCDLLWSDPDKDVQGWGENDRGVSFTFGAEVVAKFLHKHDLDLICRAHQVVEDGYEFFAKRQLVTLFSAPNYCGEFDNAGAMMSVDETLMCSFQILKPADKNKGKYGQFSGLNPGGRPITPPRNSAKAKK
HCV core dimer: HCV core protein dimerization inhibition | inhibition, % at 5 µM | 0.33% of 300,000 active | TR-FRET GST/Flag-core106 dimerization, 1536-well;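 active = inhibition above the mean of all tested compounds plus 3 SD, set per screening campaign, cut at about 45% in these data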
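Test system: GST/Flag-tagged HCV core106 proteins; Medium: KF-containing HEPES buffer, pH 7.45, DTT, CHAPS, BSA; Times: compound-protein-antibody incubation 4 h at 22.5 °C; Detection: TR-FRET 671 and 617 nm emission; Benchmarks: wells lacking GST-core106 and wells with excess unlabelled core106.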
LYPLA2 counter: blocks human lysophospholipase 2, a PME1 counter-screen; O95372; recombinant LYPLA2, FP-Rh probe fluorescence polarization; inhibition, % at 5.9 µM; 0.38% of 320,000 active;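 active = inhibition above the screen-wide mean plus 3 SD, limit set per campaign, cut at about 26% in these data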;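 also: 0% = LYPLA2 with DMSO and 100% = wells lacking LYPLA2 enzyme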
PREPL inh: inhibitors of human prolyl oligopeptidase-like enzyme PREPL. 0.68% of 320,000 active. Q4J6C6. inhibition, % at 5.96 µM. recombinant PREPL, fluorescence polarization activity-based probe; in the data active = inhibition above about 43%;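 also: 0% = enzyme with DMSO and 100% = wells lacking enzyme; many of its hits are not listed in these tables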
Target sequence (Q4J6C6 whole entry, looked up): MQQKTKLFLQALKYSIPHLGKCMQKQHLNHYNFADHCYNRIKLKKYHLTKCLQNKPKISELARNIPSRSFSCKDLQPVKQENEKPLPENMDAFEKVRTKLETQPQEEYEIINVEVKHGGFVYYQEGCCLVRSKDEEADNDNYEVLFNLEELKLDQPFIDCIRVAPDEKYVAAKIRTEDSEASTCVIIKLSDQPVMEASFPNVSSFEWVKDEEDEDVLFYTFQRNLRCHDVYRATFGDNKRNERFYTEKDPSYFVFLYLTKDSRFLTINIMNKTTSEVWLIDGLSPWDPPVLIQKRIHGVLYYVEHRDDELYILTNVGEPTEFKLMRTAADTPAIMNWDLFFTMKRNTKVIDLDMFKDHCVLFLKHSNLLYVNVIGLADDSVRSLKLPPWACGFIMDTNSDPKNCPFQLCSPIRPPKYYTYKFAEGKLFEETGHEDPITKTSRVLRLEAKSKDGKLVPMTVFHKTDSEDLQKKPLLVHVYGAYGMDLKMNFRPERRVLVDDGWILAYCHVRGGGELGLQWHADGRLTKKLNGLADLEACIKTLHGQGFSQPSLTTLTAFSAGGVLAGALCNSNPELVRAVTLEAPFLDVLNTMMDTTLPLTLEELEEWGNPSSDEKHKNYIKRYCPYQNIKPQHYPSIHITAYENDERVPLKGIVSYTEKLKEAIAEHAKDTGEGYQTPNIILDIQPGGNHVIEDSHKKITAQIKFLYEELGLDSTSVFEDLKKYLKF
PP5 primary: PP5 (human) phosphatase inhibition | 0.18% of 320,000 active | purified PP5c, OMFP substrate fluorescence | P53041 | inhibition, % at 6.7 µM;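 active = inhibition above the campaign's mean inhibition across all tested compounds plus 3 SD, cut at about 9.5% in these data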;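 also: 0% = DMSO only and 100% = 100 µM cantharidin control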
JMJD2C inh: blocks human GASC-1 demethylase activity. Q9H3R0. inhibition, % at 2.35 µM. GST-JMJD2C(1-420) H3K9me3 demethylation, DELFIA europium. 0.069% of 330,000 active;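 active = more than half of a compound's replicate wells show inhibition beyond 50%, single wells judged on their own value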;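 also: signal counts dimethyl H3K9 product captured on neutravidin plate; 0% = median of DMSO wells and 100% = 0.3 times that DMSO median; strong numbers were not always called active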
CTSL1 counter: blocks F. hepatica cathepsin L1 in PFM18AAP counter-screen. recombinant F. hepatica cathepsin L1, Z-Leu-Arg-MCA fluorescence. inhibition, % at 5.96 µM. 0.49% of 300,000 active. AID 1906;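 active = inhibition above the mean of all tested compounds plus 3 SD, set per screening campaign, cut at about 17% in these data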;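 also: 0% = plate median of test compound wells and 100% = 1 µM Z-Phe-Ala-diazomethylketone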
* hit, by the source's call; nt = not tested or not shown. Not all compounds are listed. The share of hits here may be higher or lower than overall.

compound	LYPLA2 counter	PP1 inh	HCV core dimer	TPT1 inhibitor	JMJD2C inh	PP5 primary	PREPL inh	Efflux pump mplx	CTSL1 counter
Cn1c(=O)cc(C(=O)N/N=C/c2ccc(F)cc2)[nH]c1=O	1	-4	-3	-3	4	1.5	12	-0.1	0
Cc1nc(N)sc1N=Nc1ccc(F)cc1	-2	1	3	-3	4	4.7	37	0.5	-6
O=S(=O)(NC1CCN(Cc2ccccc2)CC1)c1cccc(S(=O)(=O)N2CCOCC2)c1	9	-1	-7	-1	-4	-0.9	25	0.0	3
O=C(COc1ccc(S(=O)(=O)N2CCCC2)cc1Cl)NC1CC1	3	1	-4	-1	-21	0.9	13	0.3	2
Cc1ccc(C(=O)NC2(O)C(=O)c3ccccc3C2=O)cc1C	6	2	-23	-1	9	15*	12	-0.1	58*
O=C(c1cccc(S(=O)(=O)N2CCCC2)c1)N1CCOCC1	7	-2	nt	nt	2	0.4	11	0.0	nt
O=C(COc1ccc2c(-c3ccccc3)cc(=O)oc2c1)N[C@H](Cc1c[nH]c2ccccc12)C(=O)O	5	-1	-3	-2	nt	2.8	12	-0.1	2
CCC(CC)C1C(C#N)=C(N)Oc2n[nH]c(-c3ccccc3)c21 (stereo not given)	-43	-1	3	0	11	2.8	1	0.0	6
O=C(Cn1cnc([N+](=O)[O-])n1)N/N=C/c1cccc2ccccc12	-1	3	4	-1	nt	2.1	27	0.1	0
O=C(Nc1ccc(OCC(=O)N2CCOCC2)cc1)c1ccccc1Cl	11	0	5	1	-3	-2.2	3	0.0	-1
CC(C)N1CC(C(=O)O)CC1=O (stereo not given)	-5	0	4	0	-14	5.5	19	0.2	-6
N=C1/C(=C\c2ccc(SCc3ccccc3)o2)C(=O)N=C2SC=NN12	1	10	6	10	3	2.2	-8	0.0	3
CCOC(=O)CN(c1ccccn1)S(=O)(=O)c1ccc(OC)cc1	3	-2	-6	-2	-19	0.7	-2	-0.2	5
CCOC(=O)c1[nH]c(C)c(C(=O)N2CCc3ccccc32)c1C	3	2	1	3	5	3.4	2	0.0	2
COc1ccc(OC)c(NC(=O)c2cnn(-c3ccccc3)c2C)c1	3	-3	-4	0	-3	3.3	-2	0.0	-2
CCOc1ccccc1N(CC(=O)N1CCC(C(N)=O)CC1)S(=O)(=O)c1ccc(SC)cc1	2	-3	2	3	5	1.6	2	-9.0	-3
CC(=O)Oc1ccccc1C1C[C@]2(C)CC(=O)NC2N1C(C)=O (stereo not given in full)	6	-1	3	1	64	3.2	1	-0.1	2
OCCNc1c2ccccc2nc2c(F)c(F)c(F)c(F)c12	2	1	-6	-7	-1	-0.8	3	0.4	2
CCOC(=O)CNC1CC(=O)N(c2ccc(Br)cc2)C1=O (stereo not given)	5	-2	-7	1	7	0.3	13	-0.2	2
O=C(OCC(=O)c1ccc[nH]1)c1ccc(Br)cc1	-1	0	nt	nt	-5	1.0	3	0.0	nt

A stretch from the list above:
compound	LYPLA2 counter	PP1 inh	HCV core dimer	TPT1 inhibitor	JMJD2C inh	PP5 primary	PREPL inh	Efflux pump mplx	CTSL1 counter
CC(C)N1CC(C(=O)O)CC1=O (stereo not given)	-5	0	4	0	-14	5.5	19	0.2	-6
N=C1/C(=C\c2ccc(SCc3ccccc3)o2)C(=O)N=C2SC=NN12	1	10	6	10	3	2.2	-8	0.0	3

Continued:
compound	LYPLA2 counter	PP1 inh	HCV core dimer	TPT1 inhibitor	JMJD2C inh	PP5 primary	PREPL inh	Efflux pump mplx	CTSL1 counter
N#CC(C(=O)CCN1C(=O)C2CC=CCC2C1=O)c1nc2ccccc2[nH]1 (stereo not given)	2	-4	5	2	13	-0.2	20	0.0	2
S=C(c1ccccc1)N(c1ccccc1)c1ccccc1	-10	3	3	-6	3	0.6	0	-0.1	1
O=C(CSc1nc(O)c(C2CCCCC2)c(=O)[nH]1)Nc1ccc(Cl)cc1	-2	-3	-2	3	-1	2.0	13	0.4	0
Cc1cccc(N2CCN(S(=O)(=O)c3cccs3)CC2)c1C	-3	-1	10	-1	5	1.5	-25	0.0	-4
O=C(CN1CCOCC1)Nc1ncccn1	-1	-6	4	-2	6	0.6	-2	0.1	-3
CC(C)CCNC(=O)CN(Cc1ccccc1)C(=O)CCC(=O)Nc1ccccn1	0	-5	9	-1	-8	-1.2	2	0.1	1
O=C(NCc1n[nH]c(=S)n1-c1cccc(C(F)(F)F)c1)c1ccco1	-3	-12	-10	1	22	-7.5	-3	0.0	7
COc1ccc(C2=NN(C(C)=O)C(c3ccccc3)C2)cc1 (stereo not given)	1	1	12	-5	0	1.6	-5	0.1	-1
COc1cc(C)c(NC(=O)C(=S)N2CCCC2)cc1C	5	-3	2	12	-6	-0.9	-1	0.0	2
COc1ccc([C@H]2CC(=O)C=C(c3ccc(C)c4ccccc34)C2)cc1	-1	2	nt	nt	-7	4.0	1	1.0	nt
CC1Cc2ccccc2N1C(=O)C(C)n1cc(C(F)(F)F)cc(Cl)c1=O (stereo not given)	3	-1	nt	nt	4	2.8	6	-0.1	nt
CC(=O)c1ccccc1NC(=O)COC(=O)c1c(C)nn(-c2ccccc2)c1C	8	0	nt	nt	-5	3.1	6	0.3	nt
CCC1ON(c2ccccc2)C2c3nc4ccccc4n3CC12 (stereo not given)	-1	-4	-6	1	3	3.0	-4	-0.2	-1
CCn1cc(/C=C(\NC(=O)c2ccccc2OC)C(=O)N2CCN(C)CC2)c2ccccc21	-3	0	2	-3	-5	-2.9	8	0.0	0
Cc1cccc2cc(CN(CCN(C)C)C(=S)Nc3ccccc3)c(=O)[nH]c12	1	-1	-4	-6	-17	1.3	0	0.1	0
COC(CNC(=O)c1cnn2c(C)c(Cc3ccccc3)c(C)nc12)OC	2	1	-5	-1	3	-0.2	-5	0.0	-1
O=C(NCC(c1cccs1)N1CCOCC1)c1ccccc1NS(=O)(=O)c1ccc(Cl)cc1 (stereo not given)	6	-6	1	1	-8	2.9	5	0.0	-1
CC(=O)Nc1ccc(NC(=O)C(C)OC(=O)c2ccc(C)s2)cc1 (stereo not given)	1	-5	-1	0	0	1.1	8	0.1	-3
CCCCc1ccc(-c2c(C#N)c(N)nc3c2CCCC3)s1	8	-3	7	-4	13	0.3	-3	0.0	2
C(=N\Nc1nc2ccccc2[nH]1)/C1CCCCC1	2	-2	-3	3	-4	-0.2	39	0.1	2
COc1cc(CCC(=O)Nc2ccc(S(=O)(=O)N3CCOCC3)cc2)cc(OC)c1OC	3	2	nt	nt	7	3.5	3	-0.1	nt
O=C(CCn1ccc2cc(S(=O)(=O)N3CCCC3)ccc21)NCc1ccccc1	4	3	-1	-1	-31	1.7	4	0.0	-1
CCOCCCNCc1ccc(OCCC(C)C)c(OC)c1	4	-5	1	7	-12	1.3	-6	0.0	-6
O=C(N/N=C/c1ccoc1)c1ccccc1F	3	-1	-3	0	12	-1.8	11	0.1	3
Cc1nnc(SCC(=O)Nc2ccc(N3CCN(S(C)(=O)=O)CC3)cc2)o1	0	-3	10	0	0	-0.4	-7	0.0	0
Fc1ccc2c(c1)C(c1ccncc1)=NNC(c1cccnc1)=N2	3	-3	-1	-1	7	1.4	-3	0.2	6
Nc1c(Cl)cc(C2=NCCn3nc4cc([N+](=O)[O-])ccc4c32)cc1Cl	4	2	23	2	21	2.0	23	-0.2	-2
CCN(CC)C(=O)Cn1cc(C(=O)C(=O)N2CCCc3ccccc32)c2ccccc21	-3	2	3	1	nt	-2.0	0	0.0	1
CCc1ccc(-n2c(Cc3ccccc3)n[nH]c2=S)cc1	-12	0	6	1	-20	-1.1	-5	0.3	-3
CC(CNCC1CCCO1)COc1ccccc1 (stereo not given)	-3	-3	0	1	29	-1.2	10	0.0	-3
Cc1cccc(N2C(=O)c3ccc(C(=O)Nc4ccccn4)cc3C2=O)c1	6	0	0	3	2	0.0	7	0.2	-2
CCCOc1ccc(-c2c(C(=O)N/N=C(\C)COc3ccccc3)nnn2-c2nonc2N)cc1	-2	0	-14	0	-2	-2.2	10	0.7	8
CN1C(=O)CC(N2CCN(C(=O)CN3CCCC3)CC2)C1=O (stereo not given)	7	-2	-10	-3	-64	2.5	8	0.0	-1
COc1ccc(/C(N)=N/OC(=O)c2ccc(OC)c([N+](=O)[O-])c2)cc1OC	4	-1	2	-3	-2	1.5	-5	-0.1	-4
COc1ccc(C(NCC(=O)Nc2c(C)cccc2C)c2ccccc2)cc1 (stereo not given)	-4	2	1	-3	-11	0.0	-4	0.0	1
Cc1cc(C)nc(SCC(=O)N2CCOCC2)n1	11	-1	-3	-2	0	0.7	-5	0.0	-2
CCN(C(=O)Cc1cccs1)c1nnc(-c2cccnc2)s1	11	-4	7	1	0	3.4	4	-0.1	3
O=C(CSc1nccn1-c1ncc(C(F)(F)F)cc1Cl)c1ccc(Cl)cc1	1	-3	-2	2	-9	3.2	17	0.1	2
Cn1c(N)c(C(=O)CSc2nnc(C3CC3)n2-c2ccccc2)c(=O)n(C)c1=O	3	1	nt	nt	-4	1.9	5	0.2	nt
COc1cccc(NC2=NCCCCC2)c1	7	-3	0	-4	28	-3.0	4	-0.1	-1
OC(CNC1CCCCC1)COCCOc1ccc(Br)cc1 (stereo not given)	0	-4	-3	0	8	-2.7	40	0.0	-3
CC(=O)NC(Cc1ccccc1)Cc1ccccc1	8	-1	-5	-1	-23	0.2	2	0.0	-8
COc1ccc(C2NC3=C(CCCC3)C(C#N)(C#N)C2(C#N)C#N)cc1 (stereo not given)	-5	-2	15	33*	0	0.5	27	0.0	2
CCCN(CC(=O)Nc1ccccc1C)C(=O)COc1c(Cl)cccc1Cl	-17	-9	-3	-1	-5	-1.4	10	0.0	2
Cc1ccccc1C(=O)N1CCC(C(=O)Nc2ccc(S(=O)(=O)N(C)C(C)C)cc2)CC1	11	-2	4	-4	-4	2.7	-4	0.1	-4
Cc1cc(NC(=O)c2ccccc2NS(=O)(=O)c2c(C)c(C)cc(C)c2C)no1	7	-4	1	-2	3	-0.9	11	-0.1	4
Oc1c(C(Nc2nc3ccccc3s2)c2ccco2)ccc2cccnc12 (stereo not given)	-19	29*	17	0	7	3.3	-22	0.1	-1
O=C1C2C3c4ccccc4C(c4ccccc43)C2c2nc3ccccc3n21 (stereo not given)	-2	5	4	3	13	4.6	-25	0.1	-2
COc1cccc(-c2ccc(C#N)c(SCC(=O)NCCc3ccc(Cl)cc3)n2)c1	-8	0	8	4	-10	-0.3	-8	-0.8	3
Cc1[nH]n(-c2cccc(Cl)c2)c(=O)c1C=NCc1ccco1	0	-3	-1	1	5	-0.5	-2	0.0	-2

More results.
compound	LYPLA2 counter	PP1 inh	HCV core dimer	TPT1 inhibitor	JMJD2C inh	PP5 primary	PREPL inh	Efflux pump mplx	CTSL1 counter
COc1nc(Oc2ccc(=O)[nH]n2)nc(N2CCOCC2)n1	-5	-8	-3	0	-4	-1.3	3	0.0	-1
Cc1ccc(/C=C2\Sc3ccccc3C2=O)s1	-9	0	4	44*	12	0.1	7	0.1	2
CCOc1ccc(N(CC(=O)NCCSCc2ccccc2)S(C)(=O)=O)cc1	3	1	7	-1	15	-0.9	-9	0.0	2
COc1cc(/C=C/C(=O)OCC(=O)NCc2ccco2)cc(OC)c1OC	-5	-6	4	-3	-9	0.3	-3	0.1	-4
Clc1ccc(/C(Cc2nc3ccccc3[nH]2)=N\Nc2ccccc2)cc1	-1	4	11	-1	6	2.6	4	-0.3	1
